# GAA glycogen mod: qHTS Assay for Inhibitors and Activators of Human alpha-Glucosidase Cleavage of Glycogen; Lysosomal alpha-glucosidase (Homo sapiens), P10253; recombinant GAA, glycogen substrate, Amplex Red glucose oxidase fluorescence; Potency, µM (highest dose often 76.4 µM), without a hit: top-dose activity change, negative = inhibition, actives largely listed as inhibitors; 300,000 tested, 0.38% active; AID 2100, 2009;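 further: 0% = full enzyme reaction and -100% = no-enzyme basal signal; the screen sought inhibitors and activators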
#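 Recombinant enzyme (4 nM final) with compounds titrated up to 77 uM and bovine liver glycogen (30 ug) in citrate pH 5.0, 0.01% Tween-20, 37 C 40 min. Released glucose detected by Amplex Red/glucose oxidase (Ex 573/Em 610); AC50 from Hill fits.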
# GoLoco inh red: qHTS Assay for Inhibitors of RGS12 GoLoco Motif Activity (Red Fluorophore); 230,000 tested, 0.44% active; Guanine nucleotide-binding protein G(i) subunit alpha-1 (Homo sapiens), P63096; Gai1:RGS12 GoLoco peptide FP, rhodamine, 10 min; Potency, µM (doses to about 61.6 µM), for inactives: top-dose activity, negative = inhibition, actives largely listed as inhibitors; active means well fitted inhibition curve with a large enough effect, not every such curve was filed as active; inactive means no such curve, though single readings can be large or run the other way; further: on the % scale 0 is the no-effect control and ±100 the full control effect; nearly all actives have a fitted effect of over 30% in size; many of its hits are not listed in these tables
# Target sequence (P63096 whole entry, looked up): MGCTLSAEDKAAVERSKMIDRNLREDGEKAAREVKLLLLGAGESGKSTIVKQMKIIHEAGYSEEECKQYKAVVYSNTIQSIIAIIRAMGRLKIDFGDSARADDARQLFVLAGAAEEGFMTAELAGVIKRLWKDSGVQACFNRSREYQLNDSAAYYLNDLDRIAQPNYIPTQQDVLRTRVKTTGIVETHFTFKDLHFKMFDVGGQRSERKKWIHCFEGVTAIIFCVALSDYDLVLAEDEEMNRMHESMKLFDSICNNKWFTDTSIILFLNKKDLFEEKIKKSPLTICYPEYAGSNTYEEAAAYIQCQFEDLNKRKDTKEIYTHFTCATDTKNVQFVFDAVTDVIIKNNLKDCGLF
# GAA spleen mod: qHTS Assay for Inhibitors and Activators of Human alpha-Glucosidase From Spleen Homogenate | Lysosomal alpha-glucosidase (Homo sapiens), P10253 | human spleen homogenate, 4-MU-alpha-glucoside fluorescence | Potency, µM (titrated, usually from 79.9 µM), without a hit: top-dose activity change, negative = inhibition, usual class: inhibitors | 240,000 tested, 0.006% active | AID 2112, 2009;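 further: 0% = enzyme with vehicle and -100% = no enzyme basal signal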
#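 Compounds were titrated against alpha-glucosidase in spleen homogenate at pH 5.0, with 1 mM 4-methylumbelliferyl substrate for 40 min at 37 C. Reactions were quenched with pH 10 NaOH/glycine and fluorescence measured.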
# IMPase Li inh: qHTS Assay for Identifying the Cell-Membrane Permeable IMPase Inhibitors: Potentiation with Lithium | CHO-M1 cells, IP1 TR-FRET (IP-One), carbachol + lithium | Potency, µM (top dose mostly 59.4 µM), for the others: top-dose activity, negative = IMPase inhibition, hits mostly inhibitors | 210,000 tested, 0.35% active;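 further: IP1 builds up when IMPase is blocked and the TR-FRET signal falls; plate controls were basal vehicle for no effect and high inhibitor control for full effect; nearly all actives have a fitted effect of over 50% in size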
#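 Test compounds were applied to CHO-M1 cells previously cultured for 16–30 h at 2000 per well. A small lithium amount accompanied them; after 30 min at 37C, IP1 was quantified by TR-FRET.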
# HTT ATP protect: qHTS Multiplex Assay to Identify Dual Action Probes in a Cell Model of Huntington: Cytoprotection (ATP); PC12 HTT-Q103 induced, cytoprotection, ATP luminescence, 40 h; 230,000 tested, 0.14% active; Potency, µM (doses to about 56.4 µM), without a hit: cytoprotection (ATP increase), hits mostly activators;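 further: % of control where 0% means no effect; nearly all actives have a fitted effect of over 45% in size; toxic huntingtin expression switched on by the ecdysone agonist tebufenozide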
#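 Compounds added alongside 100 nM tebufenozide, which induces toxic Q103 huntingtin exon 1-GFP in stable PC12 cells; surviving cells quantified by luminescent ATP measurement. Medium: phenol red-free DMEM, 5% equine and 5% calf serum.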
# HttQ103 aggreg: qHTS Multiplex Assay to Identify Dual Action Probes in a Cell Model of Huntington: Aggregate Formation (GFP) | 220,000 tested, 1.1% active | PC12 HttQ103-GFP aggregates, Acumen cytometry, 40 h | AID 1688, 2009 | Potency, µM (doses to about 46.1 µM), inactives show top-dose activity change, negative = inhibition, actives largely listed as inhibitors; further: on the % scale 0 is the no-effect control and ±100 the full control effect; nearly all actives have a fitted effect of over 60% in size
#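 Ecdysone-promoter PC12 model expressing HTT exon 1 Q103 fused to GFP, induced by tebufenozide at 100 nM final. Compounds titrated; aggregates sized 1–25 µm scored on a 488 nm laser cytometer.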
# GAA inhib: qHTS Assay for Inhibitors of Human alpha-Glucosidase as a Potential Chaperone Treatment of Pompe Disease | Lysosomal alpha-glucosidase (Homo sapiens), P10253 | purified human GAA, 4-MU-alpha-glucoside fluorescence | Potency, µM (titrated, usually from 76.9 µM), for the others: at the highest dose activity change, negative = inhibition, most hits filed as inhibitors | 200,000 tested, 0.005% active;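 further: plate controls were uninhibited enzyme wells for no effect and no-enzyme background for full effect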
#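 Compounds are titrated up to 77 uM against 4 nM human enzyme. Substrate 4-methylumbelliferyl-alpha-D-pyranoside (400 uM) reacts 20 min at room temperature in pH 5.0 buffer; liberated 4-methylumbelliferone is read at 440 nm.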
# * = called active by the depositor; ? = inconclusive; / = no result given; [ ] = remark or other dose. Unless noted, the call rests on the fitted dose curve; in most records, active means well fitted curve in the direction sought with a large enough effect; inconclusive means small, poorly fitted or top-dose-only effect, or another doubt; inactive means no such curve, though single readings can be large; an effect the other way counts as inactive or inconclusive. Potency means the concentration at half of the fitted maximal effect. An excerpt; rates above refer to the full screens.
SMILES,GAA glycogen mod,GoLoco inh red,GAA spleen mod,IMPase Li inh,HTT ATP protect,HttQ103 aggreg,GAA inhib
COc1cc(/C=C(/C#N)c2nc(-c3cc4ccccc4oc3=O)cs2)cc([N+](=O)[O-])c1O,3%,-7%,-2%,/,-8%[10 µM],1%[9.22 µM],0%[15.4 µM]
C/C(=N\NC(=S)Nc1cccc(C)c1)c1ccccc1,-18%,9%,-8%,10%[38.3 µM],-13%,-14%,1%
O=C(NC1CCCCC1)NC1CCCCC1,/,2%,-16%,10%,-33%[inhibitor],/,/
CCn1c(=O)cc(SCC(=O)Nc2cccc(SC)c2)c2ccccc21,-11%,-49%,9%,7%[38.3 µM],-2%,9%[9.22 µM],-3%
CNc1ncncc1-c1c(C)noc1C,/,17%,6%,-1%,-6%,/,/
COc1ccc(S(=O)(=O)N2N=C(c3ccc(NS(C)(=O)=O)cc3)CC2c2ccco2)cc1 (centres undefined),-1%,36%[activator],-4%,5%,-44%,-11%,-7%
Cc1cc(C)cc(N(C(=O)CNS(=O)(=O)c2ccccc2)C(C(=O)NCc2ccccc2)c2ccc(C)o2)c1 (centres undefined),1%,6%,-5%,10%,-7%[10 µM],?,?
O=C(COC(=O)c1ccccc1Nc1ccccc1F)c1ccccc1,0%,-1%,-3%,/,20%[10 µM],18%[9.22 µM],/
COc1cc2[nH]c(=O)n(CCC(=O)NCCCN3CCN(c4ccccc4F)CC3)c(=O)c2cc1OC,-2%,12%,0%,?,-46%[inhibitor],7%,1%
COc1cccc(C(=O)COC(=O)C(C)N2C(=O)c3ccccc3C2=O)c1 (centres undefined),2%,1%,-4%,8%[38.3 µM],-12%,-12%,0%
Cc1cc(NC(=O)CSc2nnc(C3CC3)n2N)c([N+](=O)[O-])cc1C,3%,-5%,0%,-2%,-26%,16%,0%
CC(=O)Nc1cccc(/C(C)=N/NS(=O)(=O)c2ccc(C)cc2)c1,24%,11%,-8%,1%,/,7%,4%
Nc1ncnc2c1C1(CCCCC1)Cc1ccccc1-2,-3%,-2%,-16%,0%,38%[10 µM],-20%,2%
Cc1ccccc1NC(=O)CN1C(=O)CSc2ccccc21,10%,0%,4%,/,-13%[10 µM],-5%[9.22 µM],/
Cc1cc(N2CCN(C(=O)c3ccco3)CC2)n2ncnc2n1,-7%,2%,-7%,2%,7%[10 µM],-23%,-3%
O=C(Cc1ccc(-c2ccccc2)cc1)N1CCOCC1,-2%,-2%,4%,17%[38.3 µM],-6%,11%,0%
O=C(O)C1CCCCN1S(=O)(=O)c1ccc(Cl)s1 (centres undefined),-6%,-31%,-4%,-16%[38.3 µM],-3%,12%,-4%
CC1=CC(C)(C)NC(=S)N1c1ccccc1C,11%,-16%,-10%,6%,-14%,2%,4%
O=C(NNS(=O)(=O)c1ccccc1)C1CCN(S(=O)(=O)c2ccccc2)CC1,-8%,-3%,0%,-13%[38.3 µM],-14%,6%,-7%
COc1ccc2cc3cc(C(=O)Nc4ccc5c(c4)OCCO5)oc3nc2c1,1%,-6%,-12%,-28%[38.3 µM],-28%,4%,-3%
O=C(NN1C(=O)C2C(C1=O)C1C=CC2C12CC2)c1ccccc1Cl (centres undefined),2%,-1%,-6%,/,7%[10 µM],14%[9.22 µM],/
COc1ccc(C(=O)Nc2c(C(C)(C)C)nn(C)c2C(C)(C)C)cc1,-1%,-7%,1%,/,-12%[10 µM],-3%[9.22 µM],/
O=C(O)CC1NC(=O)N(c2ccccc2)C1=O (centres undefined),8%,7%,0%,11%[38.3 µM],0%[0.074 µM],-4%,-10%
O=S(=O)(Nc1ccc(-c2cn3cccnc3n2)cc1)c1ccccc1,-9%,17%,1%,-7%,/,/,-11%
NS(=O)(=O)c1ccc(-n2ncc3c(=O)[nH]c(SCC(=O)Nc4nccs4)nc32)cc1,-1%,13%,6%,0%,/,3%,0%

# Later entries:
SMILES,GAA glycogen mod,GoLoco inh red,GAA spleen mod,IMPase Li inh,HTT ATP protect,HttQ103 aggreg,GAA inhib
CCCN(CCC)CC(O)CN1C(=O)N(CN2C(=O)N(CC(O)CN(CCC)CCC)C(=O)C2(C)C)C(C)(C)C1=O (centres undefined),7%,5%,-5%,3%,-25%,12%,4%
CN(C)C(=O)CCSc1nnc(-c2ccncc2)o1,11%,-7%,-15%,-11%,-26%,-6%,6%
CCCCCC(=O)Nc1nc2ccccc2[nH]1,7%,5%,2%,8%,-2%[1.9 µM],-9%,2%
Cc1ccc(-c2c[n+](Cc3ccc(Cl)cc3)c3n2CCC3)cc1,5%,-5%,-3%,/,-27%[10 µM],-17%[9.22 µM],/
Cc1ccc(S(=O)(=O)/N=C2\SC(CC(=O)Nc3ccc(F)cc3)C(=O)N2c2ccccc2)cc1 (centres undefined),-1%,3%,3%,-5%,-6%[10 µM],-3%,3%
COc1ccccc1C(=O)Nc1c(C)n(C)n(-c2ccccc2)c1=O,6%,-10%,-2%,5%[38.3 µM],7%,-4%,-3%
Cn1c(=O)cc(SCC(=O)N2CCN(Cc3ccc4c(c3)OCO4)CC2)c2ccccc21,3%,/,-9%,/,-35%,-12%,?
NC(=O)C1=C[C@@H](c2csc3ccccc23)C[C@@H](OCCCCO)O1,1%,0%,6%,1%,-1%[10 µM],-2%[9.22 µM],/
CC1CCCN(C(=S)Nc2ccc(F)cc2)C1 (centres undefined),8%,13%,-1%,3%,-2%,3%[9.22 µM],4%
COc1ccc(-c2csc(NC(=O)c3ccco3)n2)cc1,-10%,3%,-12%,5%,-12%[10 µM],?,1%
O=S(=O)(Nc1ccc2c(c1)nc1n2CCN(Cc2ccccc2)C1)c1ccccc1,-24%,9%,-4%,8%,12%[0.074 µM],1%,-5%
COc1cc([C@@H]2c3cc4c(cc3[C@@H](O)[C@@H](CO)[C@@H]2CO)OCO4)cc(OC)c1O[Si](C)(C)C(C)(C)C,-19%,4%,-1%,/,24%[10 µM],1%[9.22 µM],/
COc1ccc(C(=O)N[C@H](C(=O)Nc2ccc(OC)nc2)C(C)C)cc1,1%,-14%,-5%,9%[38.3 µM],-4%,-1%,-1%
Clc1ccc(Cn2nnc(-c3ccc(N4CCOCC4)cc3)n2)cc1,2%,/,2%,/,-11%,-12%,-10%
C=CC1=C2C=C(C3CC3)N(Cc3ccccc3)C=C2C(=O)C(C)(OC(=O)c2ccco2)C1=O (centres undefined),/,11%[14.2 µM],4%[17.4 µM],2%,-3%[10 µM],/,/
Cc1nc(N2CCOCC2)nc(N2CCN(c3ccccc3)CC2)c1[N+](=O)[O-],12%,3%,-5%,-6%[38.3 µM],8%,0%,-1%
O=C(Nc1ccccc1F)c1ccc(CSc2ncccn2)cc1,24%,5%,0%,4%,-30%,18%,4%
CC(=O)Nc1ccc(/C=C/c2ccc3c([N+](=O)[O-])cccc3n2)cc1,3%,3%,0%,5%,-44%[inhibitor],-15%,-5%
CSc1nnc(C(C)c2ncc(C(F)(F)F)cc2Cl)n1C (centres undefined),6%,-3%,1%,-3%,-6%,-11%,-1%
CCCOc1ccc(/C=N/NC(=O)C(C)Sc2ccccn2)cc1OCC (centres undefined),7%,5%,-9%,13%,6%[10 µM],1%,-9%
CCOc1ccc(-c2nnc(-c3cccnc3)o2)cc1OCC,-9%,-3%,-2%,-11%[38.3 µM],-32%,3%[9.22 µM],-10%
OC(COC(c1ccccc1)c1ccccc1)CN1CCc2ccccc2C1 (centres undefined),-6%,15%,-1%,13%,5%[10 µM],?,-9%
S=C(NCc1ccco1)Nc1ccc(Cl)c(Cl)c1,?,4%,-4%,9%[38.3 µM],-53%[inhibitor],?,0%
CCOC(=O)C1CCN(S(=O)(=O)c2ccc(C)c(C)c2)CC1,5%,10%,-7%,2%,-65%[inhibitor][10 µM],?,11%
O=C(CN1CCC(n2nnc3cc(C(F)(F)F)ccc32)CC1)N1CCc2ccccc21,1%,1%,10%,-12%[38.3 µM],-20%,18%,-4%

# Following part
SMILES,GAA glycogen mod,GoLoco inh red,GAA spleen mod,IMPase Li inh,HTT ATP protect,HttQ103 aggreg,GAA inhib
COc1ccc2[nH]c3c(Cl)ncnc3c2c1,-6%,/,1%,/,-12%[10 µM],-13%,1%
CCCn1c(=O)[nH]c(=O)c2c(C(F)(F)F)cc(-c3ccc(C)cc3)nc21,4%,4%,-5%,-3%,-23%,4%,6%
CN1C2C=C3C(C#N)=C(N)C(C#N)(C#N)[C@@H](c4ccsc4)[C@@H]3C1CC2 (some centres undefined),-16%,5%,-9%,22%[38.3 µM],15%,-4%,?
O=C(Nc1c(C(=O)C2CC2)oc2ccccc12)c1ccc(Cl)cc1,20%,-2%,1%,8%,-29%[10 µM],1%,?
CCOC(=O)c1c(C)c(C(=O)NC(C)COC)c(C)n1C (centres undefined),3%,-2%,-13%,31%[38.3 µM],13%[10 µM],-4%,0%
O=C(CCCOc1ccc(Cl)cc1Cl)N/N=C\C1CCCCC1,4%,12%,2%,17%[38.3 µM],4%,16%,-19%
CC1(C)Cc2nc3sc(C(=O)NCCO)c(N)c3cc2CO1,-11%,8%,-20%,-3%,2%[1.9 µM],5%,-8%
Cc1cc(NC(=O)/C=C/c2ccc(Cl)cc2)no1,10%,-4%,8%,5%,-37%[10 µM],-14%,9%
Cc1cccc(N2CN=c3s/c(=C\c4ccccn4)c(=O)n3C2)c1,3%,2%,4%,/,6%[10 µM],11%[9.22 µM],-1%
CCCCCc1ccc(S(=O)(=O)Nc2cc(C)ccn2)cc1,5%,11%,-6%,/,30%[10 µM],17%[9.22 µM],/
O=C(COC(=O)c1ccc(-c2ccccc2)cc1)Nc1ccccc1-c1ccccc1,-1%,9%,5%,0%,22%[10 µM],-4%,-13%

# Only GAA spleen mod (3 entries from above):
Molecule	GAA spleen mod
CN1C2C=C3C(C#N)=C(N)C(C#N)(C#N)[C@@H](c4ccsc4)[C@@H]3C1CC2 (some centres undefined)	-9%
O=C(Nc1c(C(=O)C2CC2)oc2ccccc12)c1ccc(Cl)cc1	1%
CCOC(=O)c1c(C)c(C(=O)NC(C)COC)c(C)n1C (centres undefined)	-13%

# Screens (PubChem)
